Assay outcomes deposited in PubChem by The Scripps Research Institute Molecular Screening Center.
M1 ag parental = counter-screen for M1 agonists: effect in parental CHO-K1 cells | Fluo-8 calcium fluorescence; scaled to maximal ATP response, vehicle zero | activation, % at 3 µM | hit rate 0.48% among 360,000; in the data active means activation above about 15%;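 further: untransfected CHO-K1 host cells lacking M1 receptor as counterscreen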
CHO-K1 Ca antag = nonselective inhibitor or artifact in parental CHO-K1 cells | ATP-induced calcium, Fluo-8 fluorescence | inhibition, % at 3 µM | hit rate 0.6% among 360,000 | AID 602250;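 active means inhibition above a per-plate cutoff, the plate's mean sample inhibition plus 3 SD, cut at about 24% in these data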;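 further: 0% = DMSO plus EC80 ATP and 100% = DMSO alone without ATP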
CHRM4 antagonist = human M4 muscarinic receptor antagonists, primary screen, CHO cells, Fluo-8 calcium fluorescence | inhibition, % at 3 µM | CHO-hM4 cells, ACh EC80 | Muscarinic acetylcholine receptor M4 (Homo sapiens), P08173 | hit rate 0.73% among 360,000;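 active means inhibition above its plate's cutoff, the mean inhibition of sample wells plus 3 SD, cut at about 27% in these data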;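 further: 0% = acetylcholine EC80 with DMSO and 100% = DMSO without agonist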
Target sequence (P08173 whole entry, looked up): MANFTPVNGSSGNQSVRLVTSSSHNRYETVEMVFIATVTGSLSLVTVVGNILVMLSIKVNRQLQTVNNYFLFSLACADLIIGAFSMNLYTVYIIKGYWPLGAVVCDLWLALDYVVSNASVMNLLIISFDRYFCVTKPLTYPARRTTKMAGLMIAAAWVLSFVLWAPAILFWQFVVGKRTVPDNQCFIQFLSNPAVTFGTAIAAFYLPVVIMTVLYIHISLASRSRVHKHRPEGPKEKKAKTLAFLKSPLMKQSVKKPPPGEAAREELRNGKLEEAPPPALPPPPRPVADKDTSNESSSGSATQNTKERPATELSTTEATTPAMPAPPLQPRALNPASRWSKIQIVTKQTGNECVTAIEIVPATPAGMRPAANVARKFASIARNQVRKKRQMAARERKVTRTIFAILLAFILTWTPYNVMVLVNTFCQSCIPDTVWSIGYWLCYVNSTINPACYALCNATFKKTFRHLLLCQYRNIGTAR
M4 PAM = human M4 muscarinic receptor positive allosteric modulators, primary screen, CHO-K1 cells, Fluo-8 calcium fluorescence; Muscarinic acetylcholine receptor M4 (Homo sapiens), P08173; CHO-K1 hM4/Gqi5, ACh EC20; 0% = ACh EC20, 100% = maximal ACh; activation, % at 3 µM; hit rate 0.4% among 360,000;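 active means activation above its plate's cutoff, the mean activation of sample wells plus 3 SD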; further: some results filed as inactive read as strong as hits
CHRM5 antagonist = human M5 muscarinic receptor antagonists, primary screen, CHO cells, Fluo-8 calcium fluorescence | CHO-hM5 cells, ACh EC80 | inhibition, % at 3 µM | hit rate 0.59% among 360,000;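 active means inhibition above a per-plate cutoff, the mean of that plate's test compounds plus 3 SD, cut at about 27% in these data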;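 further: 0% = acetylcholine EC80 with DMSO and 100% = DMSO without agonist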
Target sequence (P08912 whole entry, looked up): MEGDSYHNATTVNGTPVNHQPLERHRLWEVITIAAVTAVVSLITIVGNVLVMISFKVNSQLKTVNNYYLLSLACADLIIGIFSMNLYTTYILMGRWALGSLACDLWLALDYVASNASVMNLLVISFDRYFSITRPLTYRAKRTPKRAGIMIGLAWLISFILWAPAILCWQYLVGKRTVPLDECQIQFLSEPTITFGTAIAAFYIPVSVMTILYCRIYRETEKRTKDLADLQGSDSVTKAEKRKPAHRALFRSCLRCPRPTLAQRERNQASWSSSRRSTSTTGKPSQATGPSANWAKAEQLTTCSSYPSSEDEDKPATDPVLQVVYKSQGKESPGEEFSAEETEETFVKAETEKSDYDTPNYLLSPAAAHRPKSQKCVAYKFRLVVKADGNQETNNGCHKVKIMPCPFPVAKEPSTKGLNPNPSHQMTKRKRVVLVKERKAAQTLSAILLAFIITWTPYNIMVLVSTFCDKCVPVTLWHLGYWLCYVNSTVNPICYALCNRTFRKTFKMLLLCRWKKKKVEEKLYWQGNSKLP
CHRM5 PAM = human M5 muscarinic receptor positive allosteric modulators, primary screen, CHO-K1 cells, Fluo-8 calcium fluorescence; activation, % at 3 µM; AID 624038, 2012; CHO-K1 hM5, ACh EC20 PAM; 0% = ACh EC20, 100% = ACh EC100; hit rate 0.3% among 360,000; Muscarinic acetylcholine receptor M5 (Homo sapiens), P08912;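 active means activation above the run cutoff, the mean activation of all test compounds plus 3 SD, cut at about 18% in these data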
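System: CHO-K1 cell line with stable human muscarinic M5 receptor expression | Also added: EC20 acetylcholine as agonist stimulus | Compound: One concentration, 3 µM final (nominal) | Timing: Fluo-8 loading 80 min at 37 °C plus 30 min room temperature | Measured by: Fluo-8 calcium dye fluorescence, kinetic read | Read-out basis: % activation, ACh-normalized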
M5 ag = human M5 muscarinic receptor agonists, primary screen, CHO-K1 cells, Fluo-8 calcium fluorescence | Muscarinic acetylcholine receptor M5 (Homo sapiens), P08912 | CHO-K1 hM5 cells; 0% DMSO wells, 100% maximal acetylcholine response | activation, % at 3 µM | hit rate 0.19% among 360,000;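 active means activation above the run's mean over test compounds plus 3 SD, cut at about 23% in these data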;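 further: signal is peak over basal fluorescence ratio across the kinetic read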
CHO-K1 Ca PAM = nonselective calcium activators in parental CHO-K1 cells, primary screen, counter-screen for M1 PAM project, cell-based, Fluo-8 calcium fluorescence, full deck, 1536-well | activation, % at 3 µM | hit rate 0.02% among 360,000 | ATP EC20; 0% at ATP EC20, 100% at ATP max | AID 602247, 2012;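 active means activation above the run cutoff, the mean activation of all test compounds plus 3 SD, cut at about 40% in these data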;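 further: peak over basal fluorescence ratio in a 140 s read after ATP addition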
CHRM4 agonist = human M4 muscarinic receptor agonists, primary screen, CHO-K1 cells, Fluo-8 calcium fluorescence | activation, % at 3 µM | hit rate 0.14% among 360,000 | CHO-K1 hM4/Gqi5; vehicle 0%, full acetylcholine response 100%;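 active means activation above the run mean over all test wells plus 3 SD, cut at about 32% in these data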;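 further: peak over basal fluorescence ratio per well then scaled between controls; 0% = DMSO wells and 100% = acetylcholine at EC100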
Starred values were filed as active, the others as inactive.

SMILES,M1 ag parental,CHO-K1 Ca antag,CHRM4 antagonist,M4 PAM,CHRM5 antagonist,CHRM5 PAM,M5 ag,CHO-K1 Ca PAM,CHRM4 agonist
CC(=O)C1=C(C)OC(N)=C(C#N)C1c1cc([N+](=O)[O-])ccc1Cl (configuration not stated),0.3,-6,-3,-1,-2,-2,1,8,1
O=C(COC(=O)c1ccc(F)c(S(=O)(=O)N2CCOCC2)c1)Nc1ccc2c(c1)OCO2,1.4,-13,-13,11,0,-1,-1,1,3
Nc1c(C(=O)Nc2nccs2)sc2nc(-c3cccs3)cc(C(F)(F)F)c12,27*,38*,22,-17,34*,-12,22,6,21
CCCN1CCN(c2nc3c([nH]2)c(=N)ncn3CC(O)CO)CC1 (configuration not stated),-0.1,-11,4,1,2,3,1,9,0
COc1ccc(OC)c(C2C(C#N)=C(N)N(N(C)C)C3=C2C(=O)CCC3)c1 (configuration not stated),0.6,-11,-12,8,8,-2,-1,0,2
CCCCOc1nc2ccccc2nc1C(C#N)C(=O)NC1CCCCC1 (configuration not stated),0.2,-18,-11,7,9,0,-1,20,0
O=C(O)c1cnc2ccc(Cl)cc2n1,0.0,3,2,-2,0,3,2,-10,1
Cc1cccc(CC(C)NC(=O)c2oc3c(F)cccc3c2C)n1 (configuration not stated),2.0,-17,-4,6,8,-2,-4,28,1
COc1ccc(CNC(=O)Cc2cccs2)cc1,-0.1,-3,6,-6,-2,9,2,7,0
CN1CCN(C(=O)c2cc(-c3ccccc3)on2)CC1,0.7,-13,4,-3,-12,9,3,17,1

The listing continues.
SMILES,M1 ag parental,CHO-K1 Ca antag,CHRM4 antagonist,M4 PAM,CHRM5 antagonist,CHRM5 PAM,M5 ag,CHO-K1 Ca PAM,CHRM4 agonist
CC(C)C(=O)Nc1ccc(-c2ccc3nncn3n2)cc1,0.8,-7,2,7,1,-2,-1,18,2
Cc1c(C(=O)NC2=NCCS2)cccc1[N+](=O)[O-],2.3,-13,4,-9,6,-2,-2,-1,1
COc1cc(NC(=O)c2cc(=O)[nH]c3ccc(S(=O)(=O)N4CCOCC4)cc23)cc(OC)c1,0.8,-7,-25,11,7,-6,-1,6,1
O=C(NC1CCOc2ccccc21)c1ccccn1 (configuration not stated),0.7,-16,2,-5,15,-2,-4,1,-1
O=C(Nc1ccc(O)cc1)c1ccccc1OCc1ccccc1,16*,-3,5,-8,14,-9,-2,12,2
O=c1c2ccccc2[nH]c(=S)n1CCCn1ccnc1,0.7,8,4,7,5,4,-4,12,1
O=C(NC12CC3CC(CC(C3)C1)C2)OCCNC1CCCCC1,1.1,5,1,0,2,-2,3,-4,4
COC[C@H](NS(=O)(=O)c1ccc(Br)cc1F)[C@@H](O)c1ccccc1,1.0,-13,-25,15,-13,0,2,5,3
CCCNC(=O)N1CCN(c2ncccn2)CC1,0.6,-7,8,3,4,-3,0,16,1
CN1CCc2c(sc(N)c2C(N)=O)C1,0.4,-25,-8,-2,1,1,4,2,1

Next section
SMILES,M1 ag parental,CHO-K1 Ca antag,CHRM4 antagonist,M4 PAM,CHRM5 antagonist,CHRM5 PAM,M5 ag,CHO-K1 Ca PAM,CHRM4 agonist
O=C(/C=C/[C@H]1O[C@@H](n2ccc(=O)[nH]c2=O)[C@H](O)[C@@H]1O)N1CCN(CCc2ccccc2)CC1,0.1,-7,-7,2,3,0,2,10,1
CC(=O)Nc1nonc1C(=O)N1CCC(C)CC1,-0.1,0,1,1,2,2,1,-7,1
CCOc1ccc(C(=O)NCC(=O)OCc2c(C)noc2C)cc1OCC,0.1,-18,-11,11,-8,1,0,8,2
CCOC(=O)C(NC(=O)c1ccccc1)(Nc1cccc(C)n1)C(F)(F)F (configuration not stated),0.2,-6,5,-8,-12,-4,-6,13,0
CCN(CC(=O)Nc1ccc(OC)cc1)CC(=O)Nc1ccc(Br)cc1F,1.7,-20,0,0,-3,3,-4,33,2
CCOC(=O)C1=C(C)NC2=C(C(=O)CCC2)C1c1cn(Cc2ccc(Cl)cc2Cl)nc1-c1ccccc1 (configuration not stated),-0.5,12,1,3,-1,4,-2,-5,1
CC1CCC(NC(=O)Cn2cnc3sccc3c2=O)CC1 (configuration not stated),-0.5,1,0,11,13,-6,1,-2,1
CCOC(=O)C1CCN(C(=O)COC(=O)CSc2ccccc2C)CC1,-0.1,0,-5,0,15,-10,3,5,1
CC1(C)CC2CC(C)(CN2Cc2c(O)ccc3ccccc23)C1 (configuration not stated),0.0,-4,2,2,-1,0,-3,7,1
CC(Oc1ccccc1)C(=O)N1CCN=C1SCc1ccccc1 (configuration not stated),0.6,-2,7,-14,9,-5,-1,-2,1

Additional records
SMILES,M1 ag parental,CHO-K1 Ca antag,CHRM4 antagonist,M4 PAM,CHRM5 antagonist,CHRM5 PAM,M5 ag,CHO-K1 Ca PAM,CHRM4 agonist
O=C(NCCN1CCOCC1)c1sc2cc(Cl)ccc2c1Cl,5.8,-1,16,-11,11,1,-1,0,8
CN(C)c1ccc(NC(=O)COC(=O)CNC(=O)c2cccs2)cc1,0.6,-12,2,8,1,2,2,10,1
COc1ccc(C(=O)Nc2ccc(Cl)cc2C(=O)N2CCCC(C)C2)cc1OC (configuration not stated),2.6,-2,-7,3,7,-11,-1,6,5
Cc1ccc(C(=O)Nn2c(O)c(C=C3N=c4ccccc4=N3)sc2=S)cc1,1.1,-12,18,5,10,-11,3,-13,4
O=C(/C=C/c1ccc([N+](=O)[O-])cc1)c1cccnc1,-0.3,8,-6,8,-4,1,1,-5,-1
CCn1cc(/C=C(/C#N)S(=O)(=O)c2ccccc2)cn1,3.3,-8,-3,1,4,-2,3,21,4
CN1C(=O)C2(N=c3ccccc3=N2)c2ccccc21,1.1,-4,6,1,3,2,-1,13,2
C/C(=N\Nc1nc(N)cc(Cl)n1)c1cccc(N)c1,1.8,-7,2,3,-2,-5,1,20,3
CCCCn1c(N)c(N(CCOC)C(=O)CN(C)CC(=O)Nc2ccc(Cl)c(Cl)c2)c(=O)[nH]c1=O,2.3,4,-4,6,8,-4,1,-8,-1
CCCNC(=O)C1(C)CCCN(C(=O)c2cc3ccccc3s2)C1 (configuration not stated),0.8,-11,3,0,-7,-1,2,9,2

The listing continues:
SMILES,M1 ag parental,CHO-K1 Ca antag,CHRM4 antagonist,M4 PAM,CHRM5 antagonist,CHRM5 PAM,M5 ag,CHO-K1 Ca PAM,CHRM4 agonist
CCOc1ccc(-c2nnn(CC(=O)NCc3ccccc3)n2)cc1,-0.1,3,-3,3,-9,0,-4,-6,1
COc1ccc(NS(=O)(=O)c2ccc3c(c2)n(C)c(=O)n3C)cc1,5.0,-9,-11,12,1,-6,2,8,4
O=c1[nH][nH]c2c1[C@H](c1ccc(Cl)cc1)O[C@H](C1CCCC1)C2,-0.2,3,13,2,0,12,5,4,-1
O=C(Nc1ccnn1C1CCN(C(=O)c2ccc(Cl)cc2)CC1)C1CC1,0.1,7,1,9,9,-1,-4,-6,1
CCOC(=O)c1[nH]c(CN2CCN(c3ccc(OC)cc3)CC2)c(C(=O)OCC)c1C,10.0,-17,13,-5,-7,-1,18,5,14
Cc1ccnc(NC(=S)NC(=O)/C=C/c2ccccc2)c1,0.2,-5,-3,4,-2,4,0,5,0
CCCCn1c2ccc(F)cc2c2nnc(SCCN3CCCCC3)nc21,-0.4,-2,6,-12,4,-5,-10,0,1
C#CCOCCOCCOCCNc1nc(N2CCN(C(=O)Cn3cc(CC(C)O)nn3)CC2)nc(N2CCN(C(=O)[C@H]([C@@H](C)CC)n3cc(CCCCN)nn3)CC2)n1 (some centres not stated),0.1,-2,-3,-2,8,7,0,-4,0
C[C@H]1CN([C@@H](C)CO)C(=O)CCCn2nncc2CO[C@H]1CN(C)C(=O)Nc1ccccc1,-0.3,22,-32,11,-3,3,-1,-13,1

Reprinted from the listing, two compounds:
SMILES,M1 ag parental,CHO-K1 Ca antag,CHRM4 antagonist,M4 PAM,CHRM5 antagonist,CHRM5 PAM,M5 ag,CHO-K1 Ca PAM,CHRM4 agonist
C#CCOCCOCCOCCNc1nc(N2CCN(C(=O)Cn3cc(CC(C)O)nn3)CC2)nc(N2CCN(C(=O)[C@H]([C@@H](C)CC)n3cc(CCCCN)nn3)CC2)n1 (some centres not stated),0.1,-2,-3,-2,8,7,0,-4,0
C[C@H]1CN([C@@H](C)CO)C(=O)CCCn2nncc2CO[C@H]1CN(C)C(=O)Nc1ccccc1,-0.3,22,-32,11,-3,3,-1,-13,1

Among those listed so far, these have an aryl methoxy group.
SMILES,M1 ag parental,CHO-K1 Ca antag,CHRM4 antagonist,M4 PAM,CHRM5 antagonist,CHRM5 PAM,M5 ag,CHO-K1 Ca PAM,CHRM4 agonist
COc1ccc(OC)c(C2C(C#N)=C(N)N(N(C)C)C3=C2C(=O)CCC3)c1 (configuration not stated),0.6,-11,-12,8,8,-2,-1,0,2
COc1ccc(CNC(=O)Cc2cccs2)cc1,-0.1,-3,6,-6,-2,9,2,7,0
COc1cc(NC(=O)c2cc(=O)[nH]c3ccc(S(=O)(=O)N4CCOCC4)cc23)cc(OC)c1,0.8,-7,-25,11,7,-6,-1,6,1
CCN(CC(=O)Nc1ccc(OC)cc1)CC(=O)Nc1ccc(Br)cc1F,1.7,-20,0,0,-3,3,-4,33,2
COc1ccc(C(=O)Nc2ccc(Cl)cc2C(=O)N2CCCC(C)C2)cc1OC (configuration not stated),2.6,-2,-7,3,7,-11,-1,6,5
COc1ccc(NS(=O)(=O)c2ccc3c(c2)n(C)c(=O)n3C)cc1,5.0,-9,-11,12,1,-6,2,8,4
CCOC(=O)c1[nH]c(CN2CCN(c3ccc(OC)cc3)CC2)c(C(=O)OCC)c1C,10.0,-17,13,-5,-7,-1,18,5,14
